p97 ATPase inh = inhibitors of human p97 ATPase | inhibition, % at 8 µM | 0.42% of 220,000 active | AID 1481 | P55072 | recombinant p97 ATPase, Kinase-Glo ATP luminescence, 3 h; in the data active = inhibition above about 15%;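 note: 0% = DMSO vehicle and 100% = wells lacking enzyme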
TbHK1 inh = T. brucei hexokinase 1 inhibition; recombinant TbHK1, G6PDH-coupled NADH A340; inhibition, % at 10 µM; 0.11% of 220,000 active; AID 1430;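 active = inhibition of 50% or more in the single-dose primary screen; inactive = inhibition below 50%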
Runt-CBFb FRET = Runt domain-CBFb interaction inhibition; Cerulean-Runt/Venus-CBFb FRET ratio 530/480, 1 h; Q01196+Q13951; 0.46% of 220,000 active; inhibition, % at 20 µM; AID 1496;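 active = inhibition over about 50% at 20 µM in the single-dose screen, limit read from the data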;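 note: 0% = DMSO wells and 100% = excess unlabeled CBFb competitor control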
Target sequence (Q01196 whole entry, looked up, the tested form may be a part): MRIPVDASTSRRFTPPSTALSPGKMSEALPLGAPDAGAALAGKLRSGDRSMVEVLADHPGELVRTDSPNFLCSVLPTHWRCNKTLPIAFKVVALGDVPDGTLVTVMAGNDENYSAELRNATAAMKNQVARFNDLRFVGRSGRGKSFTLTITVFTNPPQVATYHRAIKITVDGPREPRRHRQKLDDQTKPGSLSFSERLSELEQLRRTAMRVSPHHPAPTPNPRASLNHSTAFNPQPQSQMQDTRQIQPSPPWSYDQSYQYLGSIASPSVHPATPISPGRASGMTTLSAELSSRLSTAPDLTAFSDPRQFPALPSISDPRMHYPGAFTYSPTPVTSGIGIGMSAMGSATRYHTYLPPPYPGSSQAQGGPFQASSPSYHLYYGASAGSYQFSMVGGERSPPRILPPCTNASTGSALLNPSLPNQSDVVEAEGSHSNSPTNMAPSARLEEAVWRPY
Target sequence (Q13951 whole entry, looked up, the tested form may be a part): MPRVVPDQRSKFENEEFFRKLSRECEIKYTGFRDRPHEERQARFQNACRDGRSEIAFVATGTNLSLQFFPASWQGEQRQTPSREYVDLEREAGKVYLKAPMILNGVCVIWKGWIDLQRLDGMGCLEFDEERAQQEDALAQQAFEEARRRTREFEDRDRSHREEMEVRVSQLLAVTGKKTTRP
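Assay system: Cerulean-tagged RUNX1 Runt domain (FRET donor) fusion protein / Amount: 100 nM each of Venus-CBFb and Cerulean-Runt domain / Medium: Tris buffer pH 7.5 with salts and BSA / Also added: Venus-CBFb 100 nM / Schedule: 1 h complex formation plus 1 h compound treatment, room temperature / Signal: FRET fluorescence / Read-out: loss of energy transfer signal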
EBV gp42 inh = blocks Epstein-Barr virus glycoprotein 42 binding | inhibition, % (tested at 21.74 µM) | Fluorescence polarization binding assay, mP read-out | Q1HVG2 | 0.42% of 220,000 active; in the data active = inhibition above about 50%
NCF1 inh = p47phox (human) inhibition; inhibition, % at 24.7 µM; P14598; p47phox/p22phox peptide binding, fluorescence polarization, 2 h; 0.53% of 220,000 active;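 active = inhibition above about 30%, limit read from the data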;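 note: 0% = p47phox with labelled peptide and 100% = labelled peptide alone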
Calpain2 inh = blocks pig calpain II enzyme activity | purified calpain II, fluorogenic peptide substrate, 30 min | 0.37% of 220,000 active | inhibition, % at 16 µM;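 active = inhibition above about 50%, limit read from the data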
Furin inhibitor = blocks human furin protease activity; P09958; 0.061% of 220,000 active; inhibition, % at 30 µM; purified furin, fluorogenic substrate cleavage; in the data active = inhibition above about 25%; note: inactives centre near -15
RBBP9 inhibitor = inhibitors of human serine hydrolase RBBP9; O75884; recombinant RBBP9, FP-Rh probe fluorescence polarization; inhibition, % at 7.94 µM; 0.2% of 220,000 active; AID 1515;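 active = inhibition above the campaign mean of all tested compounds plus 3 SD, cut at about 14% in these data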;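 note: plate controls were DMSO wells with RBBP9 for no effect and wells lacking RBBP9 protein for full effect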
Target sequence (O75884 whole entry, looked up): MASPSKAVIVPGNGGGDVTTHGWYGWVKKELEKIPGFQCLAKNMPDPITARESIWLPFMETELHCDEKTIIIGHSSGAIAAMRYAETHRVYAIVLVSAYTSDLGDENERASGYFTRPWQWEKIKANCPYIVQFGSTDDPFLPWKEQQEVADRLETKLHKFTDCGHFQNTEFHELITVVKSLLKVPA
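System: RBBP9 protein / Buffer or medium: Tris/NaCl buffer pH 8.0 with 0.1% Pluronic / Probe or stimulus: Serine-hydrolase probe FP-Rh, 375 nM pre-mixing / Dosing: 7.94 µM single dose, 0.794% DMSO / Times: enzyme-compound preincubation 30 min, then probe labeling 45 min, 25 °C / Technique: fluorescence polarization (mP), excitation 525 nm, emission 598 nm / Replication: singlicate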
Runt-SMMHC FRET = blocks binding of human RUNX1 Runt domain to CBFb-SMMHC; Q01196+Q13951; Cerulean-Runt/Venus-CBFb-SMMHC FRET ratio 530/480, 1 h; inhibition, % at 20 µM; 0.74% of 220,000 active;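 active = mean inhibition across duplicate retests at 20 µM reaching about 50%, limit read from the data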;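 note: 0% = DMSO wells and 100% = wells with excess untagged CBFb-SMMHC; inhibitors lower the FRET ratio by blocking Runt binding to CBFb-SMMHC; some results filed as inactive read as strong as hits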
* hit, by the source's call; [ ] = remark or other dose.

`Cc1oc(-c2cccc(Cl)c2)nc1CN1CCC(C(=O)NCc2ccco2)CC1` gave p97 ATPase inh 4, TbHK1 inh -2, Runt-CBFb FRET -3, EBV gp42 inh -15, NCF1 inh -16, Calpain2 inh -39, Furin inhibitor -6, RBBP9 inhibitor -1 and Runt-SMMHC FRET 1.
`COc1ccc(C(=O)Oc2cc(/C=N/NS(=O)(=O)c3ccc(C)cc3)ccc2OC)cc1` gave p97 ATPase inh -6, TbHK1 inh 1, Runt-CBFb FRET -3, EBV gp42 inh -3, NCF1 inh -2, Calpain2 inh -46, Furin inhibitor -6[20 µM], RBBP9 inhibitor -11 and Runt-SMMHC FRET 0.
Screening CCN(CC)Cc1cc(NC2=NS(=O)(=O)c3ccccc32)ccc1OC(=O)c1ccccc1 returned p97 ATPase inh 5, TbHK1 inh -88, Runt-CBFb FRET 1, EBV gp42 inh -2, NCF1 inh -9, Calpain2 inh -1, Furin inhibitor -5, RBBP9 inhibitor 5 and Runt-SMMHC FRET 8.
Screening Cc1ccc(C(=O)N(CC(=O)NC2CCCCC2)c2ccccc2C)s1 returned p97 ATPase inh -1, TbHK1 inh 2, Runt-CBFb FRET -1, EBV gp42 inh -11, NCF1 inh -10, Calpain2 inh 18, Furin inhibitor -11[20 µM], RBBP9 inhibitor 2 and Runt-SMMHC FRET -3.
Screening Nc1nc(NCC2CCCO2)nc(Nc2ccccc2F)c1[N+](=O)[O-] (stereo not drawn) returned p97 ATPase inh 0, TbHK1 inh -19, Runt-CBFb FRET -4, EBV gp42 inh -10, NCF1 inh -12, Calpain2 inh -8, Furin inhibitor -19, RBBP9 inhibitor 2 and Runt-SMMHC FRET 2.
For COc1ccc(C)cc1NC(=O)CSc1nnc(-c2ccccn2)n1Cc1ccco1 the results were p97 ATPase inh -1, TbHK1 inh -1, Runt-CBFb FRET 7, EBV gp42 inh -37, NCF1 inh -12, Calpain2 inh 11, Furin inhibitor -9, RBBP9 inhibitor -9 and Runt-SMMHC FRET 10.
Screening OC(CN1CCN(c2ccccn2)CC1)Cn1c2ccccc2c2ccccc21 (stereo not drawn) returned p97 ATPase inh 1, TbHK1 inh -13, Runt-CBFb FRET -3, EBV gp42 inh 10, NCF1 inh -7, Calpain2 inh 3, Furin inhibitor -19[20 µM], RBBP9 inhibitor -2 and Runt-SMMHC FRET -2.
c1ccc(-c2cnc(CSc3ncnc4sccc34)o2)cc1 was read as p97 ATPase inh -1, TbHK1 inh -1, Runt-CBFb FRET 17, EBV gp42 inh -10, NCF1 inh -15, Calpain2 inh 18, Furin inhibitor -20[20 µM], RBBP9 inhibitor 0 and Runt-SMMHC FRET 6.
Screening CO/N=C/NC(=O)c1c(OC)ccnc1Oc1cccc(C(F)(F)F)c1 returned p97 ATPase inh 1, TbHK1 inh 4, Runt-CBFb FRET -1, EBV gp42 inh 0, NCF1 inh 0, Calpain2 inh 8, Furin inhibitor -27[20 µM], RBBP9 inhibitor -1 and Runt-SMMHC FRET 1.
COc1ccccc1N(CC(=O)NCc1ccco1)S(C)(=O)=O was read as p97 ATPase inh 2, TbHK1 inh 6, Runt-CBFb FRET 0, EBV gp42 inh -13, NCF1 inh 2, Calpain2 inh 22, Furin inhibitor -12, RBBP9 inhibitor -3 and Runt-SMMHC FRET 0.
`O=C(Cn1ncc(Cl)c(Cl)c1=O)N1CCN(S(=O)(=O)c2ccc3ccccc3c2)CC1` gave p97 ATPase inh 5, TbHK1 inh -6, Runt-CBFb FRET 2, EBV gp42 inh -37, NCF1 inh -16, Calpain2 inh -70, Furin inhibitor -11, RBBP9 inhibitor -3 and Runt-SMMHC FRET 0.
For CC(=O)NC(c1ccccc1)c1nc2ccccc2[nH]1 (stereo not drawn) the results were p97 ATPase inh 3, TbHK1 inh 4, Runt-CBFb FRET 4, EBV gp42 inh 0, NCF1 inh -12, Calpain2 inh -5, Furin inhibitor -20[20 µM], RBBP9 inhibitor -2 and Runt-SMMHC FRET 2.
Screening Cc1noc(C)c1C(=O)N1CCN(c2cccc(Cl)c2)CC1 returned p97 ATPase inh 3, TbHK1 inh -1, Runt-CBFb FRET 1, EBV gp42 inh -8, NCF1 inh 3, Calpain2 inh -1, Furin inhibitor -31, RBBP9 inhibitor -2 and Runt-SMMHC FRET 2.
Screening Cc1cccc(NC(=O)C(=O)C2C(=O)Nc3ccccc32)c1 (stereo not drawn) returned p97 ATPase inh 3, TbHK1 inh -27, Runt-CBFb FRET 1, EBV gp42 inh -2, NCF1 inh -8, Calpain2 inh 32, Furin inhibitor -15, RBBP9 inhibitor -9 and Runt-SMMHC FRET 1.
For COc1ccc(C(=O)c2cnc[nH]2)cc1 the results were p97 ATPase inh 9, TbHK1 inh -12, Runt-CBFb FRET 2, EBV gp42 inh -21, NCF1 inh -3, Calpain2 inh -12, Furin inhibitor -12, RBBP9 inhibitor -12 and Runt-SMMHC FRET -2.
Screening O=C(CCNS(=O)(=O)c1ccc2c(c1)CCC(=O)N2)Nc1ccc2c(c1)OCCO2 returned p97 ATPase inh 3, TbHK1 inh -6, Runt-CBFb FRET 0, EBV gp42 inh 0, NCF1 inh 3, Calpain2 inh 25, Furin inhibitor -25, RBBP9 inhibitor -5 and Runt-SMMHC FRET 1.
`NC1=NC(c2ccccc2)N=C(Nc2ccccc2)N1` (stereo not drawn) gave p97 ATPase inh 6, TbHK1 inh 1, Runt-CBFb FRET 2, EBV gp42 inh -10, NCF1 inh -9, Calpain2 inh 5, Furin inhibitor -15, RBBP9 inhibitor -5 and Runt-SMMHC FRET -3.
For COc1ccc(C(=O)N2CCOC23CCN(c2ncccn2)CC3)cc1 the results were p97 ATPase inh -2, TbHK1 inh 0, Runt-CBFb FRET 0, EBV gp42 inh 4, NCF1 inh -10, Calpain2 inh -14, Furin inhibitor -13, RBBP9 inhibitor -2 and Runt-SMMHC FRET -4.
CCCCN(C(=O)c1ccc(S(=O)(=O)N(C)C)cc1)c1nc2ccccc2s1 was read as p97 ATPase inh 0, TbHK1 inh 35, Runt-CBFb FRET 1, EBV gp42 inh -69, NCF1 inh 0, Calpain2 inh -11, Furin inhibitor -9, RBBP9 inhibitor 0 and Runt-SMMHC FRET 2.
`O=C(O)CCc1nn2c3ccccc3nc2n(Cc2ccccc2)c1=O` gave p97 ATPase inh 8, TbHK1 inh -2, Runt-CBFb FRET 1, EBV gp42 inh -14, NCF1 inh -6, Calpain2 inh -27, Furin inhibitor -28, RBBP9 inhibitor -8 and Runt-SMMHC FRET -1.
`OCC1(Cc2ccccc2C(F)(F)F)CCN(Cc2cccc3cnccc23)CC1` gave p97 ATPase inh -3, TbHK1 inh -4, Runt-CBFb FRET -3, EBV gp42 inh -2, NCF1 inh 9, Calpain2 inh -17, Furin inhibitor -25, RBBP9 inhibitor -8 and Runt-SMMHC FRET 2.
Screening Cc1c(C(=O)N/N=C/c2cccnc2)sc(=S)n1C returned p97 ATPase inh 6, TbHK1 inh -42, Runt-CBFb FRET -1, EBV gp42 inh -13, NCF1 inh 2, Calpain2 inh 9, Furin inhibitor -7, RBBP9 inhibitor 2 and Runt-SMMHC FRET -2.
For CC(c1ccco1)N(C(=O)Nc1ccc(Cl)cc1)c1ccccn1 (stereo not drawn) the results were p97 ATPase inh 0, TbHK1 inh 0, Runt-CBFb FRET 0, EBV gp42 inh -26, NCF1 inh -4, Calpain2 inh -42, Furin inhibitor -6, RBBP9 inhibitor -3 and Runt-SMMHC FRET -1.
`Brc1ccc2[nH]c3c(NCc4ccccn4)ncnc3c2c1` gave p97 ATPase inh 3, TbHK1 inh -23, Runt-CBFb FRET -2, EBV gp42 inh -4, NCF1 inh -15, Calpain2 inh -18, Furin inhibitor -16, RBBP9 inhibitor -1 and Runt-SMMHC FRET -1.
Screening COc1cc(S(=O)(=O)N(Cc2ccc(C)cc2)C2CCCCC2)ccc1-n1cnnn1 returned p97 ATPase inh 2, TbHK1 inh -1, Runt-CBFb FRET 0, EBV gp42 inh -19, NCF1 inh -8, Calpain2 inh 11, Furin inhibitor -10, RBBP9 inhibitor -6 and Runt-SMMHC FRET 1.
Screening CCN1CCCC1CNC(=O)C(=O)Nc1ccccc1OC (stereo not drawn) returned p97 ATPase inh -2, TbHK1 inh -8, Runt-CBFb FRET 1, EBV gp42 inh -9, NCF1 inh -6, Calpain2 inh -33, Furin inhibitor -18, RBBP9 inhibitor 0 and Runt-SMMHC FRET 1.
Cc1nc2ccccc2n1CCOc1ccc([N+](=O)[O-])cc1 was read as p97 ATPase inh 3, TbHK1 inh -4, Runt-CBFb FRET -3, EBV gp42 inh -26, NCF1 inh 5, Calpain2 inh -20, Furin inhibitor -21, RBBP9 inhibitor -2 and Runt-SMMHC FRET 4.
Screening CCn1c(=O)n(CC)c2cc(S(=O)(=O)N3CCc4ccccc43)ccc21 returned p97 ATPase inh 1, TbHK1 inh -3, Runt-CBFb FRET -1, EBV gp42 inh -5, NCF1 inh -13, Calpain2 inh -6, Furin inhibitor -5[20 µM], RBBP9 inhibitor -6 and Runt-SMMHC FRET 2.
For COc1cc(/C=C2\SC(=S)N(CC(=O)NC3=NCCS3)C2=O)cc(OC)c1OC the results were p97 ATPase inh 4, TbHK1 inh -3, Runt-CBFb FRET -30, EBV gp42 inh -24, NCF1 inh -41, Calpain2 inh -31, Furin inhibitor -28, RBBP9 inhibitor -2 and Runt-SMMHC FRET -25.
O=C(NCCOc1ccc(Cl)cc1)C(=O)NCC1CCCO1 (stereo not drawn) was read as p97 ATPase inh 0, TbHK1 inh -6, Runt-CBFb FRET -1, EBV gp42 inh -6, NCF1 inh 7, Calpain2 inh -11, Furin inhibitor -19, RBBP9 inhibitor -3 and Runt-SMMHC FRET 1.
`CCCCc1n[nH]c(=S)n1Cc1ccccc1` gave p97 ATPase inh 3, TbHK1 inh 0, Runt-CBFb FRET 2, EBV gp42 inh -4, NCF1 inh -9, Calpain2 inh -16, Furin inhibitor -21, RBBP9 inhibitor -3 and Runt-SMMHC FRET 2.
`NCCCC[C@@H]1NC(=O)c2cc([N+](=O)[O-])cc(I)c2SC[C@@H](C(=O)NCC(N)=O)NC(=O)CNC1=O` gave p97 ATPase inh 4, TbHK1 inh -15, Runt-CBFb FRET -2, EBV gp42 inh -3, NCF1 inh -5, Calpain2 inh -13, Furin inhibitor -16, RBBP9 inhibitor -3 and Runt-SMMHC FRET 1.
For CCn1nc(C)c(/C=N/NC(=O)Cn2nc(C)cc2C)c1C the results were p97 ATPase inh 5, TbHK1 inh 34, Runt-CBFb FRET 2, EBV gp42 inh -22, NCF1 inh 12, Calpain2 inh 6, Furin inhibitor -10, RBBP9 inhibitor -2 and Runt-SMMHC FRET -2.
Screening C(=N\N=C\c1ccccc1)/c1ccccc1 returned p97 ATPase inh 1, TbHK1 inh 1, Runt-CBFb FRET 2, EBV gp42 inh -17, NCF1 inh -8, Calpain2 inh 0, Furin inhibitor -27, RBBP9 inhibitor -9 and Runt-SMMHC FRET -4.

Screening data deposited in PubChem BioAssay by several laboratories.
